SSB-PriA inh = blocks PriA binding to SSB C-terminal tail; AlphaScreen SSBct-PriA binding, biotinylated peptide; inhibition, % at 33 µM; 430,000 tested, 0.6% active; in the data active = inhibition mostly above about 37%, no sharp cut-off; inactive = mostly below about 20%;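 note: plate controls were negative control peptide for no effect and reference peptide for full effect; strong numbers were not always called active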
Starred values were filed as active, the others as inactive; & = joins results of further samples. Only part of the results is shown; count on the stated rates, not on these rows.

`O=C(c1cnn(-c2ccccc2)n1)N1CCCC(Cc2nc(-c3ccsc3)no2)C1` (stereo not given) gave SSB-PriA inh 6.
`Cc1cc(NC(=O)CN2C(=O)CC(c3cccs3)CC2=O)no1` gave SSB-PriA inh -13.
O=C(c1cc(=O)[nH]c(=O)[nH]1)N1CCCCC(c2ccc(F)cc2)C1 (stereo not given) was read as SSB-PriA inh -5.
Screening CCOC(=O)N1CCN(C(=O)CSc2ccc(-c3cccs3)nn2)CC1 returned SSB-PriA inh -18.
`CCN(CC)CCNC(=O)c1cc(OC)c(OC)c(OC)c1` gave SSB-PriA inh -9.
Screening CCc1ccc(S(=O)(=O)NC[C@@](O)(c2ccccc2)C2CC2)s1 returned SSB-PriA inh -15.
For COc1ccccc1NC(=O)Nc1nc(CC(=O)N2CCN(c3ccccc3Cl)CC2)cs1 the results were SSB-PriA inh -4&7.
`COc1ccc(CCNC(=O)CSc2ncnc3c2nnn3-c2ccccc2)cc1OC` gave SSB-PriA inh -11.
Screening O=C(C1CCc2nc[nH]c2C1)N1CCC(C(F)(F)F)CC1 (stereo not given) returned SSB-PriA inh 2.
`Cc1nc(-c2ccc(F)cc2)sc1-c1ccc(SCC(=O)c2ccc(Cl)cc2)nn1` gave SSB-PriA inh -5.
For Cc1cc(C(O)CCNC(=O)Nc2ccccc2C(F)(F)F)c(C)o1 (stereo not given) the results were SSB-PriA inh -6.
Screening COCCCn1c(C(=O)Nc2cc(Cl)ccc2OC)cc2c(=O)n(C)c(=O)n(C)c21 returned SSB-PriA inh -12.
CN1CCCc2cc(CCNC(=O)C(=O)Nc3ccc4c(c3)OCCO4)ccc21 was read as SSB-PriA inh -11.
For Cc1cc(OC2CN(C(=O)c3ccc(S(=O)(=O)N(C)C)cc3)C2)cc(=O)o1 the results were SSB-PriA inh -10.
Screening CCc1cc2c(=O)n(Cc3ccco3)c(SCc3cc(=O)[nH][nH]3)nc2s1 returned SSB-PriA inh -1.

Reprinted from the part before: 2 compounds, followed by the next part.
For Cc1cc(OC2CN(C(=O)c3ccc(S(=O)(=O)N(C)C)cc3)C2)cc(=O)o1 the results were SSB-PriA inh -10.
Screening CCc1cc2c(=O)n(Cc3ccco3)c(SCc3cc(=O)[nH][nH]3)nc2s1 returned SSB-PriA inh -1.
`COCCN(CC(O)Cn1c2ccccc2c2ccccc21)C(=O)Nc1ccc(Cl)cc1` (stereo not given) gave SSB-PriA inh 5&8.
O=C1c2ccccc2C(=O)N1CCCSc1nnc(-c2ccc3c(c2)OCO3)n1-c1ccccc1 was read as SSB-PriA inh 3.
Screening O=S(=O)(NCC1CCN(S(=O)(=O)C2CC2)CC1)c1cccc2cccnc12 returned SSB-PriA inh 11.
For Cc1sc2ncn(CC(=O)NCCCC(=O)NC[C@H]3COc4ccccc4O3)c(=O)c2c1C the results were SSB-PriA inh -24.
CCOc1cccc2sc(NCCCN(C)C)nc12 was read as SSB-PriA inh 20.
CCC1(c2ccccc2)C(=O)NC(=N)N(C#N)C1=O (stereo not given) was read as SSB-PriA inh -6.
Screening CC12CC(NC(=O)N1c1ccc(F)c(F)c1)c1cc(Cl)ccc1O2 (stereo not given) returned SSB-PriA inh 15.
COc1cc(C=NNC(=O)c2ccncc2)ccc1OC(=O)c1ccccc1Cl was read as SSB-PriA inh 10.
For Cc1cccc(NC(=O)Cn2nc3n(c(=O)c2=O)CCN3c2ccccc2)c1C the results were SSB-PriA inh -5.
For CCc1cc(=O)[nH]c(-n2nc(-c3cccs3)cc2NC(=O)c2c(F)cccc2Cl)n1 the results were SSB-PriA inh -15.
Screening Cc1ccc(C)c2sc(N(C)CC(=O)Nc3ccc4cn[nH]c4c3)nc12 returned SSB-PriA inh 9.
Screening Cn1nnc2c(N3CCc4ccccc43)ncnc21 returned SSB-PriA inh -2.
`CCc1ccc2ncc(S(=O)(=O)c3ccc(C)cc3)c(NCc3ccc(F)cc3)c2c1` gave SSB-PriA inh -1.
O=C(NN=Cc1ccc2c(c1)OCO2)c1cccc(NC(=O)c2ccccc2Cl)c1 was read as SSB-PriA inh 15.
`CCNC(=O)CCc1csc(NC(=O)Nc2ccccc2)n1` gave SSB-PriA inh -4.
O=C(CSc1nc(-c2cccs2)cc(C(F)(F)F)n1)N1CCOCC1 was read as SSB-PriA inh -1.
For Cc1ccc(NC(=O)CC2Sc3ccc(C(F)(F)F)cc3NC2=O)c(Br)c1 (stereo not given) the results were SSB-PriA inh -13.
Clc1ccc(-c2csc(CN3CCNCC3)n2)cc1 was read as SSB-PriA inh 30.
For O=C(Nc1ccccc1-c1nc2ccccc2o1)c1ccc(Cl)cc1 the results were SSB-PriA inh -3.
For CC1CCN(C(=O)CN2C(=O)c3ccccc3C2=O)CC1 the results were SSB-PriA inh 0.
For CC(C)(C)C(=O)Nc1ncnc2sc3c(c12)CCCC3 the results were SSB-PriA inh 2.
For COc1cc(OC)cc(-c2nnc(NC(=O)c3ccc(Cc4ccccc4)cc3)o2)c1 the results were SSB-PriA inh -9.
Screening COc1ccc(CCNC(=O)N2CCCC(c3nnc(-c4cccs4)o3)C2)cc1 (stereo not given) returned SSB-PriA inh 5.
Cc1ccc(NC(=O)c2ccc(=O)n(C)n2)cc1Cl was read as SSB-PriA inh -3&5.
Screening Cc1onc(-c2c(F)cccc2Cl)c1C(=O)NC(=S)NCC(=O)c1ccccc1 returned SSB-PriA inh -5.
`COCCN1C(=O)C(=O)C(=C(O)c2ccc(S(=O)(=O)N3CCCCC3)cc2)C1c1ccc(OC)c(OC)c1` (stereo not given) gave SSB-PriA inh -3.
Screening CN1CCN(c2ccc(-c3ccc(NC(=O)Nc4cccc(Cl)c4)cc3)nn2)CC1 returned SSB-PriA inh 9.
For C=CCN1C(=O)C(C)(C)COc2cc(NS(=O)(=O)c3c(C)c(C)cc(C)c3C)ccc21 the results were SSB-PriA inh -9.
`Clc1cc(Cl)c2nc(N3CCN(c4ccccc4)CC3)sc2c1` gave SSB-PriA inh -19&-4.
COc1cc(C=NN(C)c2ccccc2)ccc1O was read as SSB-PriA inh 31.
CC(=O)N1CCc2c(sc(NC(=O)c3cc(-c4cccs4)nc4ccccc34)c2C(N)=O)C1 was read as SSB-PriA inh 11.
For O=C(Nc1ccccc1Cl)Nc1ccccc1Cc1nc(-c2cccnc2)no1 the results were SSB-PriA inh 0.
For O=C(COc1ccccc1F)NCCn1ccn2nc(-c3ccco3)cc12 the results were SSB-PriA inh -3.
Cc1ccc2nc(N(CCN(C)C)C(=O)Cc3ccccc3)sc2c1 was read as SSB-PriA inh 10.
For CC(=O)N1CCc2c(sc(NC(=O)c3ccc(Br)s3)c2C#N)C1 the results were SSB-PriA inh -11.
`O=C(Nc1c[nH]c(=O)[nH]c1=O)c1c[nH]c(=O)n(Cc2ccc3c(c2)OCO3)c1=O` gave SSB-PriA inh 1.
Cn1nc(C(=O)NC2CC3CCC(C2)N3S(C)(=O)=O)ccc1=O (stereo not given) was read as SSB-PriA inh -4.
For CCN(CC)CCN(C(=O)c1cccc(N2C(=O)CCC2=O)c1)c1nc2ccc(OC)cc2s1 the results were SSB-PriA inh -8.
For CCCC(=O)Nc1ccc(S(=O)(=O)NCc2sc(-c3ccccc3C)nc2C)cc1 the results were SSB-PriA inh -12.
Cc1nc(-n2cccc2)sc1C(=O)N1C2CCC1CC(S(=O)(=O)c1ccccc1)C2 (stereo not given) was read as SSB-PriA inh -5.
`Cc1nnc(SCC(=O)NC(C)(C)C)c2c1cnn2-c1ccccc1` gave SSB-PriA inh -18.
`O=C(CC(=O)Nc1ccc(OC(F)F)cc1)Nc1ccc(OC(F)F)cc1` gave SSB-PriA inh -3.
For Cc1ccc(-n2c(N)c(C(=O)NC3CCCCC3)sc2=S)cc1 the results were SSB-PriA inh 18.
`Cc1nnc(NN=Cc2ccccn2)[nH]c1=O` gave SSB-PriA inh 5.
COc1ccc(C(Sc2ccc(Cl)cc2)C2CCc3ccccc3C2=O)cc1OC (stereo not given) was read as SSB-PriA inh -21&-2.
For COCC1CCCNC1 (stereo not given) the results were SSB-PriA inh -7.
CCOCC(=O)NCCn1nc(-c2cccs2)cc1C1CC1 was read as SSB-PriA inh -4.
For CN(C)CC1CSCCCN1S(=O)(=O)c1ccc(C(F)(F)F)cc1 (stereo not given) the results were SSB-PriA inh 21.
Screening COc1cc(C=NNc2ccc(S(N)(=O)=O)cc2)cc(OC)c1OC returned SSB-PriA inh 4.
`O=C(O)c1cccc(NN=Cc2ccc(-c3ccccc3)cc2)c1` gave SSB-PriA inh -7.
For CC(C)(C)NCC(O)COc1ccc(C23CC4CC(CC(C4)C2)C3)cc1 (stereo not given) the results were SSB-PriA inh 17.
For COc1cccc(C=NNC(=O)CNC(=O)C(c2ccccc2)c2ccccc2)c1O the results were SSB-PriA inh 1.
For O=C(Nc1cnc(N2CCCC2)nc1)c1ccc(F)cc1F the results were SSB-PriA inh -8.
Screening Cc1nn([C@H]2CCS(=O)(=O)C2)c2nc(-c3ccco3)cc(C(=O)NCCCn3ccnc3)c12 returned SSB-PriA inh -10.
`Cc1cc(C)n(-c2c3c(nc4c(-c5ccccc5)c(C)nn24)CCC3)n1` gave SSB-PriA inh -19.
`COCCn1c(SCC(=O)Nc2cccc(C(F)(F)F)c2)nnc1-c1c[nH]c2ccccc12` gave SSB-PriA inh 1.
CC1SCC(=O)N(CC(=O)Nc2ccc(Br)cc2)C1=O (stereo not given) was read as SSB-PriA inh -8.
`COc1ccc(CN2CCN(C(=O)c3cc4c(=O)[nH]c(C)cn4n3)CC2)c(OC)c1OC` gave SSB-PriA inh -18.
`Cc1nnsc1C(=O)N1CCSC(c2ccccc2F)CC1` (stereo not given) gave SSB-PriA inh -9.
For O=C(Cc1ccc(F)cc1)Nc1nc2c(Br)cccc2s1 the results were SSB-PriA inh -13.

In the list so far, these contain a tert-butyl group:
For CC(C)(C)C(=O)Nc1ncnc2sc3c(c12)CCCC3 the results were SSB-PriA inh 2.
`Cc1nnc(SCC(=O)NC(C)(C)C)c2c1cnn2-c1ccccc1` gave SSB-PriA inh -18.
For CC(C)(C)NCC(O)COc1ccc(C23CC4CC(CC(C4)C2)C3)cc1 (stereo not given) the results were SSB-PriA inh 17.

The listing continues:
`Cc1cccc2sc(OC3CN(C(=O)Nc4ccccc4Cl)C3)nc12` gave SSB-PriA inh -18.
For CCOC(=O)c1c(NC(=O)c2cc(OC)cc(OC)c2)sc2c1CCC(C)C2 (stereo not given) the results were SSB-PriA inh 2.
Screening Cc1cc(C)c2c(n1)sc1c(=O)n(CC(=O)Nc3ccccc3F)cnc12 returned SSB-PriA inh 0.
O=C(CN1CCC(C(=O)NCc2ccco2)CC1)Nc1ccc(F)cc1 was read as SSB-PriA inh -3.
Screening COc1ccc(-c2c(C)nn3c(Nc4ccc(NC(C)=O)cc4)cc(C)nc23)cc1OC returned SSB-PriA inh -7.
For Cc1ccc(S(=O)(=O)N(C)c2ccc(OCC(=O)Nc3ccc(OC(F)(F)F)cc3)cc2)cc1 the results were SSB-PriA inh -5&-4.
`O=C1c2cccc3cccc(c23)C(=O)N1CCN1CCN(C(=O)C2(S(=O)(=O)c3ccccc3)CC2)CC1` gave SSB-PriA inh -12.
`Cc1cc(C)n2nc(C(=O)NC(c3cccnc3)C3CCOCC3)nc2n1` (stereo not given) gave SSB-PriA inh -6.
Cc1noc(CNC(=O)CCn2cnc3ccccc3c2=O)n1 was read as SSB-PriA inh 2.
`Cc1nc2scc(C)n2c(=O)c1NC(=O)CCSc1ccccc1` gave SSB-PriA inh 1.
C=CCCC(=O)NC[C@@](O)(c1ccccc1)C1CC1 was read as SSB-PriA inh -4.
Screening O=S(=O)(c1ccc(OC(F)(F)F)cc1)N1CCC(N2CC[C@H](O)C2)CC1 returned SSB-PriA inh 0.
Screening Cc1cccc(S(=O)(=O)N2CCCCCC2)c1 returned SSB-PriA inh -21.
`CC(C)(Oc1ccc(Cl)cc1)C(=O)N(CCc1cccs1)Cc1cccnc1` gave SSB-PriA inh -6.
Screening COCCN(Cc1ccoc1)C(=O)c1cccnc1SC returned SSB-PriA inh 18.

2 neighbouring compounds already listed, quoted:
`Cc1cccc2sc(OC3CN(C(=O)Nc4ccccc4Cl)C3)nc12` gave SSB-PriA inh -18.
For CCOC(=O)c1c(NC(=O)c2cc(OC)cc(OC)c2)sc2c1CCC(C)C2 (stereo not given) the results were SSB-PriA inh 2.

(continued)
`O=S(=O)(N=C(c1ccccc1)N1CCOCC1)c1ccc(F)cc1` gave SSB-PriA inh 1.
COc1ccccc1C(=O)NCCSc1c(-c2ccc(Br)cc2)[nH]c2ccccc12 was read as SSB-PriA inh -13.
`COC(=O)NCCCn1ccnc1-c1ccccc1` gave SSB-PriA inh 0.
`COc1cn2c(cc1=O)C(=O)N(CCNC(=O)c1ccc(F)c(F)c1)CC2` gave SSB-PriA inh -6.
Cc1csc(NC(=O)CCCn2nc(-c3ccc(F)cc3)ccc2=O)n1 was read as SSB-PriA inh -12.
For COc1cccc(C=NNC(=O)c2ccc(C)nc2)c1 the results were SSB-PriA inh 11.
Cc1sc(NC(=O)CCS(=O)(=O)c2ccc(Cl)cc2)c(C(N)=O)c1C was read as SSB-PriA inh -17.
`NC(=O)Cc1csc(NC(=O)Cn2ccc3ccccc32)n1` gave SSB-PriA inh -7.
`CC(C)(C)[C@@H](O)CCNC(=O)c1cc(C2CC2)on1` gave SSB-PriA inh -9.

Random excerpt: 3 records from the list
For COc1cccc(C=NNC(=O)c2ccc(C)nc2)c1 the results were SSB-PriA inh 11.
`O=S(=O)(N=C(c1ccccc1)N1CCOCC1)c1ccc(F)cc1` gave SSB-PriA inh 1.
`COC(=O)NCCCn1ccnc1-c1ccccc1` gave SSB-PriA inh 0.

Screens (PubChem BioAssay)
